Screening results: PubChem, National Center for Advancing Translational Sciences (NCATS)
FLuc modulator: qHTS profiling assay for firefly luciferase inhibitor/activator using purifed enzyme and Km concentrations of substrates (counterscreen for miR-21 project) | purified FLuc, Km substrates, luminescence inhibition | Potency, µM (titrated, usually from 57.5 µM), without a hit: at the highest dose activity change, negative = inhibition, most hits filed as inhibitors | 6.9% of 360,000 active;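 also: potency is read from the fitted curve at half-maximal effect; plate controls were vehicle for no effect and reference inhibitor for full effect; nearly all actives have a fitted effect of over 55% in size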
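Purified P. pyralis luciferase, 10 nM final, with Km-level 10 uM D-luciferin and 10 uM ATP in 50 mM Tris acetate pH 7.5, 10 mM Mg acetate, 0.01% Tween-20, 0.05% BSA; 6-point qHTS titration about 60 µM downward; luminescence read.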
ELG1 DNA repair: qHTS screen for small molecules that inhibit ELG1-dependent DNA repair in human embryonic kidney (HEK293T) cells expressing luciferase-tagged ELG1. Potency, µM (series often up to 46.1 µM), for inactives: top-dose activity change, negative = inhibition, hits mostly inhibitors. HEK293T ELG1-luciferase reporter, luminescence, 16 h; DNA damage induced by 5-fluorouridine. 2.3% of 330,000 active; also: potency is read from the fitted curve at half-maximal effect; % is scaled to controls: 0 for no effect and ±100 for the full control effect; nearly all actives have a fitted effect of over 55% in size
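Reporter activity after DNA damage by 5-fluorouridine is monitored. Compound-treated cells incubate 16 hr at 37 °C, then ONE-Glo is added for 30 min before luminescence reading.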
ELG1 genotox: qHTS screen for small molecules that induce genotoxicity in human embryonic kidney (HEK293T) cells expressing luciferase-tagged ELG1; HEK293T ELG1-luciferase reporter, luminescence, 16 h; Potency, µM (top dose mostly 46 µM), inactives show at the highest dose activity change, positive = activation, usual class: activators; 1.3% of 330,000 active; also: potency is read from the fitted curve at half-maximal effect; % of control where 0% means no effect; nearly all actives have a fitted effect of over 60% in size
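HEK293T cells expressing luciferase-tagged ELG1 were treated with compound or DMSO for 16 hr at 37°C. Luciferase activity was then read after 30 min with ONE-Glo at room temperature; rising signal flags genetic stress.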
Rab9 prom act: qHTS Assay for Rab9 Promoter Activators; Huh7 Rab9 promoter-luciferase reporter, luminescence, 24 h; Potency, µM (doses to about 9.22 µM), without a hit: at the top dose activation, negative = inhibition, most hits filed as activators; 2.8% of 320,000 active; also: potency is read from the fitted curve at half-maximal effect; % of control where 0% means no effect; nearly all actives have a fitted effect of over 60% in size
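Huh7 reporter line, Rab9 promoter upstream of luciferase. Compound exposure 24 h at 37 °C in reduced-serum medium with 10% FBS. Read-out: luminescence.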
RORgamma inh: qHTS for inhibitors of ROR gamma transcriptional activity | Nuclear receptor ROR-gamma (Mus musculus), P51450 | Drosophila S2 Gal4-RORgamma UAS-luciferase reporter, 20 h | Potency, µM (series often up to 53.6 µM), for inactives: at the top dose activity change, negative = inhibition, usual class: inhibitors | 5.4% of 310,000 active | AID 2551, 2010; also: potency is read from the fitted curve at half-maximal effect; % is scaled to controls: 0 for no effect and ±100 for the full control effect; nearly all actives have a fitted effect of over 60% in size
Target sequence (P51450 whole entry, looked up, the tested form may be a part): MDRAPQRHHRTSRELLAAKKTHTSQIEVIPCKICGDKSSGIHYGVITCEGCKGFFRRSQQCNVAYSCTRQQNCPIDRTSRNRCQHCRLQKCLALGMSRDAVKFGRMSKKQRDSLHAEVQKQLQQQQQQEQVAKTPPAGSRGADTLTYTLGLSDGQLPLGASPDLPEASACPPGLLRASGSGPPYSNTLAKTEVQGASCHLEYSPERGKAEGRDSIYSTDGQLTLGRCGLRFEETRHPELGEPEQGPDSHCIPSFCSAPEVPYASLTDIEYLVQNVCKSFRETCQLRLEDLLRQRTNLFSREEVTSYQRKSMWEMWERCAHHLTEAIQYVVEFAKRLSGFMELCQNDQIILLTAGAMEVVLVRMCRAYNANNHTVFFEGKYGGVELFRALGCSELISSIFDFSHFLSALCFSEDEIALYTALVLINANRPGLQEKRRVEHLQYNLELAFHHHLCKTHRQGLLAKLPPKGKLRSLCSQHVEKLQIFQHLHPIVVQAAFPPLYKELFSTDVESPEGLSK
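Compounds are pin-transferred onto Drosophila Schneider cells expressing a copper-inducible Gal4–ROR gamma transactivation domain fusion. After 1 hr, copper sulfate is added to 700 uM final; luciferase is read 20 hr later.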
BRCA1 expr up: qHTS Assay to Identify Small Molecule Activators of BRCA1 Expression; MCF7-BRCA1-FFLuc reporter, luminescence, 48 h; response scale: scaled: vehicle 0%, 10 µM genistein 100%; Potency, µM (series often up to 46.1 µM), for the others: top-dose activation, most hits filed as activators; 1.1% of 380,000 active; also: potency is read from the fitted curve at half-maximal effect; nearly all actives have a fitted effect of over 80% in size; some results filed as inactive show a strong effect at the top dose
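Reporter cells (MCF7, BRCA1 promoter-firefly luciferase) received library compounds across a concentration series for 48 h. End-point luminescence was measured and concentration-effect curves derived after normalization.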
NPC1 prom act: qHTS Assay for NPC1 Promoter Activators; Huh7 NPC1 promoter luciferase reporter, 24 h; Potency, µM (titrated, usually from 9.22 µM), inactives show at the highest dose activation, hits mostly activators; 2.4% of 320,000 active;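 also: potency is read from the fitted curve at half-maximal effect; % of control where 0% means no effect; nearly all actives have a fitted effect of over 60% in size; reporter is driven by a mutant NPC1 promoter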
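Stably transfected Huh7 (NPC1 promoter→luciferase), 1500 cells/well in Opti-MEM + 10% FBS, 2 h settle, then compound 24 h at 37 °C. Luminescence after 10 min with Amplite reagent.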
Tb PFK block: qHTS Assay to Find Inhibitors of T. brucei phosphofructokinase; AID 485367, 2010; T. brucei PFK, ADP-Glo luminescence; 0.17% of 330,000 active; ATP-dependent 6-phosphofructokinase (Trypanosoma brucei brucei), O15648; Potency, µM (doses to about 57.5 µM), inactives show at the highest dose activity, negative = inhibition, usual class: inhibitors;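 also: potency is read from the fitted curve at half-maximal effect; 0% = uninhibited 1x PFK enzyme wells and -100% = no-enzyme wells; nearly all actives have a fitted effect of over 60% in size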
Target sequence (O15648 whole entry, looked up): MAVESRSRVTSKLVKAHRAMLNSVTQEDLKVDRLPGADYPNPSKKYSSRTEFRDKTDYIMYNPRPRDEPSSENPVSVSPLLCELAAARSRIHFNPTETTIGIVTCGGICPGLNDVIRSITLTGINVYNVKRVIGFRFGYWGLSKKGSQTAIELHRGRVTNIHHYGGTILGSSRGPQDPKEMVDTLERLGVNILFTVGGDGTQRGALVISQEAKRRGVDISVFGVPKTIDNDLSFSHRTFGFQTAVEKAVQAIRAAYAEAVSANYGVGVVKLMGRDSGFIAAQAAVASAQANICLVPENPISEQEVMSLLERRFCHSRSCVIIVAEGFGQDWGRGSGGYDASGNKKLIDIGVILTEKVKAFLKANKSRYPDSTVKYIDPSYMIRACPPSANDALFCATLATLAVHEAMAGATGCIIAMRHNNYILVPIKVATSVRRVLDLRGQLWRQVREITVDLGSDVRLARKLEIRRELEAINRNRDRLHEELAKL
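Luminescent ADP detection (ADP-Glo, two-step: ATP depletion then ADP-to-ATP conversion for luciferase) reported PFK activity after 45 min room-temperature reaction of 1.25 nM enzyme with 0.5 mM F6P and 0.1 mM ATP at pH 8.0.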
p53 reactivator: qHTS assay for re-activators of p53 using a Luc reporter. 0.063% of 320,000 active. H1299 p53-A138V BP100-luciferase reporter, luminescence, 24 h. Potency, µM (doses to about 92.2 µM), without a hit: at the top dose activity change, positive = activation, most hits filed as activators; also: potency is read from the fitted curve at half-maximal effect; % of control where 0% means no effect; nearly all actives have a fitted effect of over 45% in size
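p53-null H1299 cells stably carrying temperature-sensitive p53-A138V and a BP100-luciferase reporter were pinned with compounds (4-point, 1:5 series) and held 24 hrs at 37 deg C. Luminescence was read 10 min after detection reagent.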
VP16 counter: VP16 counterscreen qHTS for inhibitors of ROR gamma transcriptional activity; AID 2546, 2010; Potency, µM (series often up to 53.6 µM), without a hit: at the top dose activity, negative = inhibition, actives largely listed as inhibitors; Drosophila S2 Gal4-VP16 UAS-luciferase, luminescence, 20 h; 3.5% of 310,000 active;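 also: Gal4-VP16 expression switched on by copper sulfate through the metallothionein promoter; potency is read from the fitted curve at half-maximal effect; % is scaled to controls: 0 for no effect and ±100 for the full control effect; nearly all actives have a fitted effect of over 50% in size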
TRPV1 agonist: HTS Assay for Compounds that Act as Agonists of the Vanilloid Receptor 1 | activation, % at 8.33 µM | Transient receptor potential cation channel subfamily V member 1 (Homo sapiens), Q8NER1 | TRPV1-expressing cells, Fluo-8 calcium influx, agonist mode | 0.19% of 320,000 active; in the data active = activation above about 80%; inconclusive = between about 30% and that limit; also: 0% is about no effect
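Cells expressing TRPV1 were dye-loaded with Fluo-8 and read kinetically: 10 s baseline, 3 min after compound (agonist portion), then 2 min after EC20 capsaicin (allosteric enhancer portion). Calcium-bound dye fluorescence at 480/520 nm.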
* = called active by the depositor; ? = inconclusive; · = no result given; & = joins results of further samples; [ ] = remark or other dose. Unless noted, calls follow the shape of the dose curve; as a rule, active = well fitted curve in the direction sought with a large enough effect; inconclusive = small, poorly fitted or top-dose-only effect, or another doubt; inactive = no such curve, though single readings can be large; an effect the other way counts as inactive or inconclusive. An unsorted share of the library; about 15% have a hit in one of these screens.

SMILES	FLuc modulator	ELG1 DNA repair	ELG1 genotox	Rab9 prom act	RORgamma inh	BRCA1 expr up	NPC1 prom act	Tb PFK block	p53 reactivator	VP16 counter	TRPV1 agonist
Cc1ccc(OCc2cc(C(=O)NCc3cn4ccccc4n3)no2)cc1C	?	-3%	0%	-1%	6%	30%	-3%	0%	6%	-17%	?
Nc1cc(=O)[nH]c(=O)n1Cc1ccco1	2%	9%	-11%	2%	8%	6%	0%	17%	-6%	-1%	1
CC(NC(=O)c1ccccc1)C(=O)OCC(=O)c1c(N)n(C)c(=O)n(C)c1=O (centres undefined)	7%	8%	-2%	-2%	·	2%	0%	5%	0%	·	0
CC12CCC(C(=O)NNC(=O)c3ccc(F)cc3)(OC1=O)C2(C)C (centres undefined)	-3%	0%	0%	11%	-1%	8%	-1%	-3%	15%	2%	2
O=C(CNC(=O)OCc1ccccc1)NC1CCCCCCC1	5%	11%	0%	2%	32%	24%	-3%	-8%	-5%	-14%	26
CC(CN1CCOCC1)OC(=O)Cc1ccc(Cl)cc1 (centres undefined)	1%	-1%	11%	-1%	-2%	1%	2%	0%	-1%	?	-4
Cc1cc(C)cc(NC(=O)CN2CCN(CCN=CC3=C(O)CC(c4ccc(Cl)cc4)CC3=O)CC2)c1 (centres undefined)	3%	3%	-4%	1%	17%	12%	-5%	5%	1%	4%	-1
COc1cc(NC(=O)CNc2cccc(S(=O)(=O)N3CCCC3)c2)cc(OC)c1	3%	?	-10%	0%	?	-19%	-2%	-8%	-13%	-15%	-3
Nc1cccc(C(=O)NCCNC(=O)c2cccc(N)c2)c1	-1%	16%	-6%	-2%	-8%	-4%	2%	0%	-3%	0%	3
CC(Oc1cc2oc(=O)c3c(c2cc1Cl)CCCC3)C(=O)NCc1cccnc1 (centres undefined)	1%	-15%	-3%	-6%	0%	-18%	2%	-4%	-11%	-12%	9
O=C(O)c1ccc2c(c1)C(=O)N([C@@H](C(=O)O)C(c1ccccc1)c1ccccc1)C2=O	10%	·	·	6%	-1%	·	-2%	?	·	7%	·
COc1ccccc1NC(=O)CCn1c(=O)c2cccn2c2ccccc21	-2%	-14%	-6%	1%	13%	-23%	-1%	-3%	-2%	-3%	8
CCc1cc(=O)oc2cc(C)cc(OC(C)C(=O)NC3CC(C)(C)NC(C)(C)C3)c12 (centres undefined)	0%	?	0%[9.26 µM]	-1%	-3%	-9%	-5%	3%	-2%	-1%	1
CN(C)CCN[C@H]1CCC2C3CC=C4C[C@@H](O)CC[C@]4(C)C3CC[C@@]21C (some centres undefined)	·	-4%	-1%	·	·	-35%	·	-3%	-16%	·	·
Cc1nn(-c2ccccc2)c(N)c1C(O)(C(F)(F)F)C(F)(F)F	-4%	7%	-1%	-12%	7%	15%	-5%	-1%	-8%	-2%	1
COC(=O)C1NN=C(C(=O)c2ccc(Br)cc2)C1c1cccc(Br)c1 (centres undefined)	-22%	0%	-2%	-1%	?	-48%	2%	8%	30%	1%	-1
CC(=O)OC1CSC2c3ccccc3C(=O)N2Cc2sccc21 (centres undefined)	-1%	7%	0%	-2%	5%	-7%	-2%	3%	-2%	3%	8
CO/N=C/c1c(-c2ccc(Cl)cc2)nc2cc(C)ccn12	-17%	2%	9%	6%	8.9µM*	68%	-7%	-1%	4%	6%	28
COc1ccc(C(c2c(C)n(C)n(-c3ccccc3)c2=O)c2c(C)n(C)n(-c3ccccc3)c2=O)cc1	3%	2%	0%	-2%	0%	9%	3%	1%	·	-5%	0
CC(C)(C)C(=O)Nc1c2c(nn1-c1cccc(Cl)c1)CS(=O)(=O)C2	0%	-1%	-5%	-2%	8%	-3%	4%	-3%	-5%	-1%	0

Sorted by value in RORgamma inh (rising): 3 from the list above.
structure	RORgamma inh
CCc1cc(=O)oc2cc(C)cc(OC(C)C(=O)NC3CC(C)(C)NC(C)(C)C3)c12 (centres undefined)	-3%
O=C(O)c1ccc2c(c1)C(=O)N([C@@H](C(=O)O)C(c1ccccc1)c1ccccc1)C2=O	-1%
CC(=O)OC1CSC2c3ccccc3C(=O)N2Cc2sccc21 (centres undefined)	5%

Remaining list, next part:
SMILES	FLuc modulator	ELG1 DNA repair	ELG1 genotox	Rab9 prom act	RORgamma inh	BRCA1 expr up	NPC1 prom act	Tb PFK block	p53 reactivator	VP16 counter	TRPV1 agonist
COCc1nnc(NC(=O)CCc2ccc(OC)cc2)s1	?	7%	-1%	0%	·	0%	1%	1%	·	·	-1
CCc1ccc(C(=O)OCC(=O)NCC(F)(F)F)cc1	-7%	8%	3%	0%	34%	-11%	-3%	0%	1%	-6%	9
COc1ccc(F)cc1CN1CCN(c2cc(C)nc3c4c(C)cc(C)nc4nn23)CC1	-6%	?	-15%	2%	20µM*	·	-1%	-3%	11%	?	?
COc1cccc(NC(=O)Cc2nnc(SCC(=O)NC(C)c3ccccc3)n2C)c1 (centres undefined)	0%	-6%	-2%	-6%	27%	-10%	-2%	-4%	-1%	-7%	3
Clc1cc(Cl)cc(CN2CCSCC2)c1	0%	?	-2%	0%	-1%	2%	2%	0%	-2%	?	·
Cc1ccc(CCNC(=O)C2CCC(=O)N(Cc3ccccc3F)C2)o1 (centres undefined)	?	?	18µM*	?	10%	57%	?	1%	?	8%	-2
COc1ccccc1Oc1ccc(N/C=C2/CCCC2=O)cc1	-13%	?	7%	-1%	43%	13%	0%	-2%	-6%	-18%	?
CC(=O)c1cnc2cc(-c3ccccc3)nn2c1C	2.4µM*	?	2.2µM*	1.4µM*	-8%[0.365 µM]	?	2.5µM*	-13%	?	·	9
CCCc1nnc(NC(=O)CCS(=O)(=O)Cc2ccccc2)s1	2%	3%	0%	0%	22%	-19%	-2%	4%	12%	1%	2
COc1ccc(-c2nn(-c3ccccc3)cc2/C=N/Nc2ccc(S(N)(=O)=O)cc2[N+](=O)[O-])cc1OC	?	?	20%	-11%	?	-65%	-9%	2%	-7%	?	3
O=C(OCC#CCSc1nnc(-c2cccc3ccccc23)o1)c1ccc(F)cc1	4%	24%	3%	14%	·	-6%	-3%	9%&-2%	-2%	·	·
O=C(Nc1ccc(S(=O)(=O)N2CCOCC2)cc1)c1ccc(Cl)cc1Cl	4%	0%	-4%	3%	?	-14%	0%	-5%	·	-27%	?
CCSC1=NCCN1S(=O)(=O)c1ccc(F)cc1	-2%	14%	0%	2%	4%	-48%	-3%	-1%	1%	1%	0
Cc1cccc(N(CC(=O)NC2CC2)S(=O)(=O)c2ccc(Cl)cc2)c1	3%	1%	0%	-2%	1%	-1%	-5%	2%	1%	-1%	6
c1cc2c(cc1Oc1nc(N3CCOCC3)nc(N3CCOCC3)n1)OCO2	-1%	?	18%	-3%	?	-23%	5%	-7%	6%	-13%	15
CCOc1cc(OCC)cc(C(=O)NC(=S)Nc2cccc(C(F)(F)F)c2)c1	-2%	-1%	-3%	-6%	5µM*	12%	-2%	2%	0%	0%	3
COc1ccccc1C(=O)Nc1ccc2c(c1)CN(C(=O)CSC)CC2	24µM*	-2%	9%	9%	37%	30%	0%	-3%	·	5%	6
Cc1c(NS(=O)(=O)c2ccc([N+](=O)[O-])cc2)c(=O)n(-c2ccccc2)n1C	1%	-8%	0%	10%	-14%	12%	2%	-2%	4%	-6%	1
COc1cccc(C(=O)Nc2cc3c4c(c2)CC(=O)N4CCC3)c1	?	?	11%	3%	·	16%	12%	2%	-5%	·	-1
CC(=O)Oc1ccc2c(=O)c(/C=N/c3cc(=O)[nH]c(=S)[nH]3)coc2c1	3%	1%	1%	0%	-14%	-1%	2%	6%	0%	6%	·
O=C(NCC(=O)N1CCN(c2ccccn2)CC1)c1ccc(Br)o1	-3%	15%	4%	2%	22%	36%	2%	0%	21%	-8%	-4
CC(=O)N(CCC(Cc1ccccc1)c1ccc2c(c1)OCO2)Cc1ccc(Cl)cc1 (centres undefined)	-4%	?	·	-10%	-9%	-54%	-1%	-2%	·	7%[0.365 µM]	24
Cc1n[nH]c(C)c1S(=O)(=O)N1CCCC(C(=O)NCc2ccccc2Cl)C1 (centres undefined)	2%	-16%	1%	-2%	?	-29%	-4%	0%	-16%	?	3
Cc1ccc(OCCN2CCN(c3ncnc4sc(C)c(C)c34)CC2)cc1	-2%	?	-10%	-25%	8.9µM*	-64%	-24%	3%	-6%	3.5µM*	1
